Assay outcomes deposited in PubChem by several laboratories.
TRPN1 ag – activates the zebrafish TRPN1 channel; HEK293 zebrafish TRPN1-YFP, Fluo-8 calcium fluorescence; 100% = response to 87 µM carbachol; activation, % at 3 µM; 220,000 compounds, 0.18% hits; AID 1424;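 active means activation above its plate's cutoff, the mean activation of test wells on that plate plus 3 SD, cut at about 19% in these data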;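 further: 0% = DMSO alone and 100% = 87 µM carbachol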
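Material – zebrafish TRPN1-YFP in HEK293 cells · Doses – 3 µM single point · Schedule – dye 1 h 37 °C plus 30 min RT · Signal – Fluo-8 calcium fluorescence, excitation 470-495 nm, emission 515-575 nm · Read-out – % activation versus carbachol response · Control set – carbachol high, DMSO low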
S1P4 agonist – agonists of human S1P4 receptor; O95977; S1P4-expressing cell line, agonist reporter assay; activation, % at 4.98 µM; 220,000 compounds, 0.35% hits; AID 1509; in the data active means activation above about 11%;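 further: 0% = DMSO vehicle and 100% = reference agonist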
NPY1 pot ag – potentiates or activates human NPY-Y1 receptor | P25929 | 220,000 compounds, 0.37% hits | NPY-Y1 expressing cells, potentiator/agonist activation | AID 1304 | activation, % at 3.6 µM; in the data active means activation above about 33%, passing the limit was not always enough;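 further: cells stimulated with NPY at EC10 then isoproterenol at EC100; 0% = low agonist plus stimulus and 100% = saturating agonist plus stimulus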
EP2 mod – EP2 receptor (human) modulation; P43116; induction, % at 25 µM; 260,000 compounds, 0.83% hits; EP2-expressing cells, cAMP HTRF FRET, PGE2 co-stimulation; AID 940;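 active means compounds whose cAMP rise, as percent of the full-agonist control response, exceeds 60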;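 further: rat C6 glioma line stably carrying human EP2 under a CMV promoter; the protocol text gives 20 µM as final concentration; 100% = response of wells given 1 µM PGE2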
Target sequence (P43116 whole entry, looked up): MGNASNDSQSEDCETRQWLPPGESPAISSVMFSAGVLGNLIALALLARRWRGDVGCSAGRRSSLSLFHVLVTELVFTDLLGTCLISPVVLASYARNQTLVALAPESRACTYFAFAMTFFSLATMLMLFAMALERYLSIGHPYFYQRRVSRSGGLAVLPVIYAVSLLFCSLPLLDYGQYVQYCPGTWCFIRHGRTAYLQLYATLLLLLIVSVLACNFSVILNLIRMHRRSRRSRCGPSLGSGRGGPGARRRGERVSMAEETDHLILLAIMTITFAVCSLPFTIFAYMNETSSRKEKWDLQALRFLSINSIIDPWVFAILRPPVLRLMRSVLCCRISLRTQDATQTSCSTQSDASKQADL
CHOP inh – blocks CHOP induction under ER stress | CHO-K1 CHOP-promoter luciferase, tunicamycin-induced, 15-18 h | inhibition, % at 10 µM | AID 2732 | 220,000 compounds, 3.8% hits;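 active means compounds that reduced the stress-induced luciferase reporter signal by more than about 70% of percent inhibition, limit read from the data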;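 further: 0% = tunicamycin plus vehicle and 100% = wells without tunicamycin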
NPY2 pot ag – human NPY-Y2 potentiation or agonism, primary screen. cells expressing NPY-Y2, potentiator/agonist read-out. activation, % at 3.6 µM. 220,000 compounds, 0.45% hits. AID 1359; in the data active means activation above about 27%;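 further: cells stimulated with NPY near EC25 plus isoproterenol at EC100; 0% = vehicle plus submaximal agonist and 100% = vehicle plus saturating agonist; some results beyond the cut were filed as inactive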
S1P4 antag – antagonists of human S1P4 receptor | S1P4-expressing cells, antagonist mode, reporter read-out | inhibition, % at 4.98 µM | O95977 | 220,000 compounds, 0.26% hits; in the data active means inhibition above about 29%;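 further: 0% = wells stimulated with agonist and 100% = vehicle wells without agonist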
TRPML3 ag – agonists of human TRPML3 channel; activation, % at 3 µM; 220,000 compounds, 0.29% hits; Q8TDD5; HEK293 TRPML3-YFP, Fluo-8 calcium fluorescence; 100% = the carbachol control signal;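 active means activation above its plate's cutoff, the mean activation of the plate's test wells plus 3 SD, cut at about 12% in these data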;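 further: 0% = DMSO only wells and 100% = carbachol wells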
Target sequence (Q8TDD5 whole entry, looked up): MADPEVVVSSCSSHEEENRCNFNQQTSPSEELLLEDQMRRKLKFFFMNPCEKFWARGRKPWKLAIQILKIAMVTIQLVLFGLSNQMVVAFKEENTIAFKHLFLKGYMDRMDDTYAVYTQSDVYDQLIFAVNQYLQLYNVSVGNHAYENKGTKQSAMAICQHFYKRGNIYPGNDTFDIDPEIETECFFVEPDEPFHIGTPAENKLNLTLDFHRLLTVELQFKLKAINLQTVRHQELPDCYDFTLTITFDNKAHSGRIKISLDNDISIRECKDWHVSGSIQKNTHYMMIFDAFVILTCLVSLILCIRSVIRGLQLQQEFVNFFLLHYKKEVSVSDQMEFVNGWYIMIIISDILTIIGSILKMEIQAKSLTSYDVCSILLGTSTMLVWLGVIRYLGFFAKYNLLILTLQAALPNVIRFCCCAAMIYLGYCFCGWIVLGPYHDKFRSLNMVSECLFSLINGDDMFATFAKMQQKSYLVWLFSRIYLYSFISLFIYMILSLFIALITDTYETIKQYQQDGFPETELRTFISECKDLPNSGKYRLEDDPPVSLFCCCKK
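system = HEK293 cells stably carrying human TRPML3-YFP | doses = one concentration, 3 µM nominal, 0.3% DMSO | timing = dye loading 1 h 37 °C then 30 min ambient, 125 s read | detection = Fluo-8 calcium dye fluorescence, ex 470-495, em 515-575 nm | benchmarks = high control carbachol 87 µM, low control DMSO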
NPY-Y1 antag – NPY-Y1 (human) receptor antagonism; P25929; HEK293-CNG Y1 cells, membrane potential fluorescence; NPY at EC95, then isoproterenol; inhibition, % at 3.6 µM; 200,000 compounds, 1% hits;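 active means inhibition above the campaign mean inhibition of all tested compounds plus 3 SD, cut at about 20% in these data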;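 further: 0% = DMSO wells given NPY plus isoproterenol and 100% = isoproterenol alone without NPY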
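Material: Y1- and CNG-channel-expressing HEK293 cells / Probe or stimulus: NPY 25 nM then isoproterenol 1 µM plus Ro 20-1724 25 µM / Doses: 3.6 µM single dose, DMSO 0.4% / Schedule: compound incubation 1 h at room temperature, readout 45 min post-stimulation / Signal: membrane potential fluorescence / Benchmarks: isoproterenol-only wells as full block versus NPY-plus-isoproterenol wells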
* marks the source's active call; other numbers are inactive results; . = not tested or not shown; & = joins results of further samples.

nr	mol	S1P4 antag	NPY-Y1 antag	NPY1 pot ag	EP2 mod	TRPN1 ag	S1P4 agonist	CHOP inh	TRPML3 ag	NPY2 pot ag
1	CCCOC(=O)c1ccc(NC(=O)c2cn(CC)c3nc(C)ccc3c2=O)cc1	-3	-3	-2	67*	1.9	-0.4	5	0.7	-11
2	CC1(C)CC(=O)C2=C(C1)C(c1cn(-c3ccccc3)nc1-c1ccccc1)C(C#N)=C(N)O2 (configuration not stated)	-7	-1	2	33	-1.3	0.2	17	0.0	1
3	COc1ccc(OC)c(C(c2nnnn2C2CCCC2)N2CCc3ccccc3C2)c1 (configuration not stated)	-4	21*	-17	-1&18	-0.5	-0.6	38	0.0	-5
4	CCN(CC)CCN(Cc1cc2ccc(C)cc2[nH]c1=O)C(=O)NC1CCCCC1	3	6	-12	5	0.6	-1.6	-9	1.0	-6
5	CC(C)c1ccc(CNC(=O)C(=O)NCC2CCCO2)cc1 (configuration not stated)	-9	-1	5	38	0.6	1.3	5	-0.2	-21
6	C=CCn1c(COc2cccc3ccc(C)nc23)nnc1SCC(N)=O	6	3	-12	8	-0.3	1.0	23	-0.5	7
7	O=C(CNC(=O)c1cccc(F)c1)N/N=C/c1cc(Br)ccc1OC(=O)/C=C/c1ccco1	-20	1	-1	-33	-2.3	-0.3	41	0.2	12
8	OCCCNc1nc(-c2ccccc2)nc2c1oc1ccccc12	-29	.	7	-11	-1.1	0.4	17	0.0	16
9	CS(=O)(=O)N(Cc1ccc(Cl)cc1)c1ccc(C(=O)N2CCN(c3ccccc3)CC2)cc1	-8	3	17	-34	0.4	-1.3	34	1.0	21
10	CCOC(=O)c1sc(NC(=O)C(CC)Sc2nnc3c4ccccc4n(C(C)C)c3n2)nc1C (configuration not stated)	-11	4	-12	12	3.8	2.9	69	0.0	10
11	O=C1c2ccsc2SCCN1Cc1ccc(Cl)cc1	-2	6	21	15	-0.6	-0.7	27	-0.9	-11
12	COc1ccc(C)cc1NC(=O)CSc1nnc(COc2ccccc2)n1Cc1ccco1	-2	21*	-35	12	-2.0	-2.2	13	0.3	-2
13	Cc1nnc(SC(=O)N2c3ccccc3Sc3ccccc32)s1	8	-2	-8	23	-0.5	0.6	24	-0.1	3
14	CC(=O)Nc1ccc(NC(=O)CSc2nc3ccccc3o2)cc1	1	3	-5	-9	3.1	-2.6	-11	0.9	-4
15	CC(NC(=O)c1ccc(Br)cc1)c1ccc2c(c1)CCCC2 (configuration not stated)	-12	-2	-9	-12	-0.7	6.4	20	-0.3	-14
16	CC1(C)C(=O)Nc2ccccc2N1C(=O)COc1ccc(S(=O)(=O)N2CCOCC2)cc1Cl	2	3	5	-15	3.2	-0.7	20	0.5	8
17	Cc1ccc(-c2n[nH]c(=S)n2/N=C/c2cccn2C)cc1	3	10	-9	-7	-2.1	1.6	28	-1.6	11
18	COc1cc2c(cc1C=O)OC(C)C2 (configuration not stated)	-3	-3	9	-16	0.9	1.6	21	0.0	-6
19	CCOC(=O)N1CCC(n2c(SCC(=O)NCCc3ccc(S(N)(=O)=O)cc3)nc3ccccc3c2=O)CC1	3	13	-3	13	0.9	2.3	-15	0.2	-30
20	O=C(Cc1ccccc1)Nc1nnc(-c2cccs2)s1	12	1	-11	0	0.4	-0.4	31	0.1	10
21	CC(=O)NC(C)CCc1ccccc1 (configuration not stated)	7	.	-7	-17	2.1	0.2	-10	-0.1	-12
22	COc1ccc(S(=O)(=O)NCc2csc(-c3cccnc3)n2)cc1	-15	3	-7	9	-0.3	1.3	-15	0.4	4
23	CC(C)(CNS(C)(=O)=O)SCc1ccc(Cl)cc1	-14	-5	10	-70	-0.7	-2.0	-18	-0.5	-2
24	COc1ccc(/C=C(\C#N)C(=O)ONC2=NCCCCC2)cc1	-21	5	2	-25	-0.5	-0.8	17	1.0	-5
25	O=C(NCc1n[nH]c(=S)n1-c1ccccc1)c1ccco1	-4	3	1	11	0.8	2.9	36	0.7	-1
26	Cc1cc(C)c2c(N)c(C(=O)NC3CC3)sc2n1	-6	0	16	3	-0.4	0.2	-13	0.1	10
27	CCCCCc1nc(N)c(C#N)c(-c2ccco2)c1CCCC	-10	3	-8	50	-0.8	0.8	24	1.0	-14
28	CCOc1cccc(NC(=O)C2CC(=O)NC(=Nc3ccccc3)S2)c1 (configuration not stated)	3	-2	-12	-9	-0.7	-0.2	16	-0.4	2
29	O=C(NC(=S)NCC1CCCO1)c1ccc(Br)o1 (configuration not stated)	-10	-2	1	-31	2.4	-0.6	-35	1.1	8
30	CCn1c2ccccc2c2cc(NC(=O)COc3ccc(OC)cc3)ccc21	1	9	-8	-31	0.0	4.2	35	0.2	-20

The closing two entries of the part before come first, to join the parts.
nr	mol	S1P4 antag	NPY-Y1 antag	NPY1 pot ag	EP2 mod	TRPN1 ag	S1P4 agonist	CHOP inh	TRPML3 ag	NPY2 pot ag
29	O=C(NC(=S)NCC1CCCO1)c1ccc(Br)o1 (configuration not stated)	-10	-2	1	-31	2.4	-0.6	-35	1.1	8
30	CCn1c2ccccc2c2cc(NC(=O)COc3ccc(OC)cc3)ccc21	1	9	-8	-31	0.0	4.2	35	0.2	-20
31	COc1ccccc1NC(=O)N1CCCC1C(=O)NCc1ccc2c(c1)OCO2 (configuration not stated)	3	0	12	13&24	-0.5	0.0	6	-1.0	-1
32	COCCCNC(c1ccccc1)c1ccncc1 (configuration not stated)	-2	-6	2	23	1.1	1.3	-36	0.9	6
33	Cc1ccn2cc(CCNC(=O)COc3ccccc3)nc2c1	-10	.	3	-37	1.1	0.6	-5	0.3	10
34	CCN(CC)CCN(C(=O)c1cccc(N2C(=O)CCC2=O)c1)c1nc2cc3c(cc2s1)OCO3	-8	6	-12	-2	-0.4	-1.3	-1	0.9	3
35	O=C(O)CS(=O)(=O)CC(=O)O	-12	2	12	7	1.0	1.2	52	0.6	-1
36	COc1ccc(CCN2C(=NC(=O)CC(C)C)SC3CS(=O)(=O)CC32)cc1OC (configuration not stated)	-8	.	10	-19	-1.9	1.1	0	-0.5	-4
37	CC#CCCCC(=O)Nc1cccc(C(=O)O)c1	-1	0	-9	33	-0.4	0.1	1	0.4	-12
38	O=C1C2Sc3[nH]c(=O)sc3C(c3ccccc3)C2C(=O)N1c1ccccc1 (configuration not stated)	-7	2	23	-5	0.1	-0.5	-14	-0.1	9
39	O=C1Nc2ccccc2/C1=C\c1cccn1-c1ccc(OC(F)(F)F)cc1	12	7	-40	31	0.4	-0.5	93*	0.0	-23
40	O=C(O)C1=C[C@@H](c2csc3ccccc23)C[C@@H](OCc2ccc(CO)cc2)O1	5	6	-21	4	-0.5	-0.4	-9	-0.5	-30
41	NCCCC[C@@H]1NC(=O)[C@H](CCC(=O)O)NC(=O)c2cc([N+](=O)[O-])cc(I)c2NCC[C@@H](C(N)=O)NC1=O	-4	-2	-11	29	3.0	0.6	-10	0.8	9
42	C=CCSc1nc2ccccc2n1C(=O)/C=C/c1cc(OC)c(OC)c(OC)c1	-7	7	-9	-33	0.6	0.8	111*	-0.9	-7
43	O=c1[nH]c(/C(=N\O)c2ccccc2)no1	0	-3	7	6	0.2	0.0	-4	0.5	12
44	O=C(c1nnc(Cc2ccc(Cl)cc2)o1)N1CCOCC1	0	6	-25	-7	0.4	2.0	-4	0.7	5
45	CN(C)/C=C1/NC(=S)NC1=O	-4	1	19	-3	-1.0	-1.0	-13	0.5	13
46	CCCN(Cc1cc2ccc(C)cc2[nH]c1=O)C(=O)c1cccnc1	1	5	-9	5	0.1	-0.5	-2	-0.1	-1
47	COc1ccc(C(=O)NNC(=O)CCn2nnc(-c3ccc(Cl)cc3)n2)cc1OC	-20	16	-10	-14	0.5	0.9	-13	0.5	-22
48	O=C(NNS(=O)(=O)Cc1ccccc1)c1ccc([N+](=O)[O-])cc1	-15	.	12	4	1.1	0.6	0	0.3	-8
49	CCc1cccc(OCCCCNCCCOC)c1	-38	5	-19	5	-1.5	0.4	27	1.1	2
50	Cc1cc(NC(=O)CSc2ncnc3sccc23)no1	-18	3	9	-9	-0.1	1.4	10	-1.6	-5
51	CCn1c(C)c(C(C)=O)c(N2CCC(C(N)=O)CC2)nc1=S	-11	1	5	25	0.5	1.5	-12	0.6	12
52	O=C(Nc1nnc(C2CC2)s1)c1ccc(Cl)c(S(=O)(=O)N2CCc3ccccc3C2)c1	-14	2	-10	-49	0.8	0.3	7	0.6	-4
53	Cc1onc(C(=O)NN)c1C(=O)N1CCN(C(c2ccccc2)c2ccccc2)CC1	17	-1	1	11	-1.4	1.6	-11	-0.1	-12
54	CCOC(=O)c1cc(OCC(=O)NC(C)C(C)C)cc(C(=O)OCC)c1 (configuration not stated)	5	1	-4	-10	0.5	-1.0	22	-0.1	2
55	Cc1noc2ncnc(Oc3ccc(C(C)(C)C)cc3)c12	6	1	-4	30	-0.8	0.5	17	1.2	8
56	Cc1cc(C)cc(N(CCC(=O)O)S(=O)(=O)c2ccc(Cl)cc2)c1	-6	3	-7	5	2.0	1.4	2	0.4	11
57	Cc1ccc(S(=O)(=O)Oc2ccc(/C=N/NC(=O)c3cccnc3)cc2)cc1	-9	-1	9	-52	4.7	-1.3	-2	2.5	2
58	Cc1cccc(NC(=O)/C=C/c2cccs2)n1	-10	1	-4	-26	0.4	-5.0	-31	-0.7	-5
59	Cc1ccc(C(=O)N[C@H](C(=O)OCC(=O)Nc2cccc(S(N)(=O)=O)c2)C(C)C)cc1	0	.	-11	-5	0.7	1.8	5	0.2	5

Compounds above that have fluorine (two):
nr	mol	S1P4 antag	NPY-Y1 antag	NPY1 pot ag	EP2 mod	TRPN1 ag	S1P4 agonist	CHOP inh	TRPML3 ag	NPY2 pot ag
7	O=C(CNC(=O)c1cccc(F)c1)N/N=C/c1cc(Br)ccc1OC(=O)/C=C/c1ccco1	-20	1	-1	-33	-2.3	-0.3	41	0.2	12
39	O=C1Nc2ccccc2/C1=C\c1cccn1-c1ccc(OC(F)(F)F)cc1	12	7	-40	31	0.4	-0.5	93*	0.0	-23

5 compounds already listed, arranged by their value in S1P4 agonist, rising.
no.	Structure	S1P4 agonist
45	CN(C)/C=C1/NC(=S)NC1=O	-1.0
40	O=C(O)C1=C[C@@H](c2csc3ccccc23)C[C@@H](OCc2ccc(CO)cc2)O1	-0.4
37	CC#CCCCC(=O)Nc1cccc(C(=O)O)c1	0.1
53	Cc1onc(C(=O)NN)c1C(=O)N1CCN(C(c2ccccc2)c2ccccc2)CC1	1.6
44	O=C(c1nnc(Cc2ccc(Cl)cc2)o1)N1CCOCC1	2.0
